# BioA inh: BioA (M. tuberculosis) enzyme inhibition; purified M. tuberculosis BioA enzyme, plate reader; inhibition, % at 9.99 µM; 360,000 compounds, 0.096% hits; AID 602481; in the data active = inhibition above about 40%
# An asterisk follows results filed as active. This is a subset; the hit share may differ from the screen's.
SMILES,BioA inh
C[C@H](CO)N1C[C@H](C)[C@H](CN(C)Cc2ccc(Oc3ccccc3)cc2)Oc2c(NC(=O)c3ccc(-c4nccs4)cc3)cccc2C1=O,-3.5
COc1cccc(-c2ccc3c(c2)[C@@H]2[C@@H](CCN2S(=O)(=O)c2ccccc2F)[C@@H](CO)N3C)c1,3.9
C[C@H](CO)N1C[C@H](C)[C@H](CN(C)Cc2ccc(C(F)(F)F)cc2)Oc2ccc(NC(=O)C3CC3)cc2C1=O,2.2
COc1cccc(CNC(=O)[C@H]2[C@H](CO)[C@H]3Cn4c(ccc(-c5cccnc5)c4=O)[C@@H]2N3C(C)=O)c1,3.2
COc1ccc(CN(C)C[C@@H]2Oc3c(NS(=O)(=O)c4ccc(Cl)cc4)cccc3C(=O)N([C@@H](C)CO)C[C@H]2C)cc1,0.4
COc1ccccc1-c1ccc([C@@H]2[C@@H](C#N)N(C(=O)c3cccc(F)c3)[C@@H]2CO)cc1,3.6
O=C(C[C@H]1CC[C@@H]2[C@H](COC[C@H](O)CN2S(=O)(=O)c2ccccc2F)O1)NCc1ccccc1F,0.6
COCC#Cc1cnc2c(c1)C(=O)N([C@H](C)CO)C[C@H](C)[C@@H](CN(C)C(=O)CN1CCOCC1)O2,-1.1
C[C@@H]1CCCCO[C@H](CN(C)Cc2ccc(Cl)c(Cl)c2)[C@@H](C)CN([C@H](C)CO)C(=O)c2cc(NS(=O)(=O)c3ccc(F)cc3)ccc2O1,-1.8
Cc1ccc(S(=O)(=O)N(C)C[C@@H]2Oc3c(NC(=O)c4cnccn4)cccc3C(=O)N([C@H](C)CO)C[C@@H]2C)cc1,-1.0
CCCNC(=O)NC[C@H]1[C@H](c2ccc(C3=CCCCC3)cc2)[C@H](CO)N1C(C)=O,-2.7
O=C(C[C@@H]1CC[C@H]2[C@@H](COC[C@H](O)CN2C(=O)Nc2ccc(Cl)c(Cl)c2)O1)NC1CCC1,0.6
COC(=O)[C@@H]1[C@@H](CO)[C@@H]2Cn3c(ccc(C4=CCCCC4)c3=O)[C@@H]2N1CC1CCCCC1,3.1
N#C[C@H]1[C@H](c2ccc(C#CCC3CCCC3)cc2)[C@@H](CO)N1C(=O)c1ccccn1,0.0
C[C@@H]1CN([C@@H](C)CO)C(=O)c2cc(NC(=O)C3CC3)ccc2O[C@@H]1CN(C)C(=O)Nc1ccc(C(F)(F)F)cc1,-0.6
COc1ccc(NC(=O)Nc2ccc3c(c2)C(=O)N([C@@H](C)CO)C[C@@H](C)[C@H](CN(C)C(=O)Nc2ccccc2)OCCCC[C@H](C)O3)cc1,-3.2
C[C@@H]1CCCCO[C@@H](CN(C)C(=O)CCCN(C)C)[C@H](C)CN([C@@H](C)CO)C(=O)c2cc(NC(=O)Nc3cccc4ccccc34)ccc2O1,3.6
COCC(=O)Nc1ccc2c(c1)[C@H]1C[C@H](CC(=O)NCc3ccccc3OC)O[C@H](CO)[C@H]1O2,-0.8
O=C(Cc1ccncc1)Nc1ccc2c(c1)[C@H]1C[C@@H](CC(=O)NC3CCCCC3)O[C@@H](CO)[C@H]1O2,1.7
COCC#Cc1ccc2c(c1)O[C@@H](CN(C)Cc1ccccc1F)[C@H](C)CN([C@H](C)CO)S2(=O)=O,-0.8

# Laid out differently: results already given
COC(=O)[C@@H]1[C@@H](CO)[C@@H]2Cn3c(ccc(C4=CCCCC4)c3=O)[C@@H]2N1CC1CCCCC1
  BioA inh = 3.1

N#C[C@H]1[C@H](c2ccc(C#CCC3CCCC3)cc2)[C@@H](CO)N1C(=O)c1ccccn1
  BioA inh = 0.0

# The list goes on.
SMILES,BioA inh
COc1ccc(CN(C)C[C@@H]2Oc3ccc(NS(=O)(=O)c4ccc(F)cc4)cc3C(=O)N([C@@H](C)CO)C[C@@H]2C)cc1,-1.0
C[C@@H]1CN([C@H](C)CO)C(=O)Cc2cc(NC(=O)NC3CCCCC3)ccc2O[C@@H]1CN(C)S(=O)(=O)c1cn(C)cn1,-7.1
C[C@H](CO)N1C[C@H](C)[C@@H](CN(C)S(=O)(=O)c2ccc(F)cc2)Oc2cc(C#Cc3ccc(F)cc3)ccc2S1(=O)=O,0.4
CC(=O)N(C)C[C@H]1Oc2cc(C#CC(C)C)ccc2S(=O)(=O)N([C@@H](C)CO)C[C@@H]1C,-4.0
COc1ccc(NC(=O)O[C@@H](c2ccc(OCCO)cc2)[C@@H](C)CCO)cc1,-1.2
CN1C(=O)c2cc(NC(=O)c3cccs3)ccc2OC[C@@H]2O[C@@H](CC(=O)N3CCCCC3)CC[C@H]21,10
CC(C)NC(=O)N1C[C@@H]2[C@H](c3ccccc31)[C@H](CO)N2C(=O)c1ccc(F)cc1,-0.2
C[C@@H]1CN([C@@H](C)CO)C(=O)c2cc(NC(=O)Nc3ccc(F)cc3)ccc2O[C@H]1CN(C)CC1CCCCC1,-0.6
Cc1ccc(S(=O)(=O)N2C[C@H](O)COC[C@@H]3O[C@H](CC(=O)NCCN4CCCCC4)CC[C@H]32)cc1,0.1
COc1ccc(C(=O)Nc2ccc3c(c2)C(=O)N(C)C[C@H](OC)[C@H](C)CN(C)[C@H](C)CO3)cc1,-1.8
CCCNC(=O)[C@@H]1[C@@H](CO)[C@@H]2Cn3c(ccc(C4=CCCC4)c3=O)[C@H]1N2CCC(F)(F)F,-0.3
C[C@H]1CN([C@@H](C)CO)C(=O)Cc2cc(NC(=O)CCCCCC(=O)Nc3ccccc3N)ccc2O[C@@H]1CN(C)Cc1ccc2c(c1)OCO2,-3.8
O=C(Nc1ccc(F)cc1)N1C[C@H]2[C@@H](c3ccccc31)[C@@H](CO)N2Cc1ccccc1Cl,0.4
C[C@@H]1CN([C@H](C)CO)C(=O)c2cccc(NC(=O)c3nc4ccccc4s3)c2O[C@@H]1CN(C)S(=O)(=O)c1ccccc1,2.0
C[C@H]1CN([C@@H](C)CO)C(=O)Cc2cc(NS(=O)(=O)c3cccs3)ccc2O[C@H]1CN(C)C(=O)NC1CCCCC1,4.3
C[C@@H]1CN([C@H](C)CO)C(=O)c2cc(NC(=O)C3CCCCC3)ccc2O[C@@H](C)CCCCO[C@H]1CN(C)Cc1ccc(C(=O)O)cc1,-0.1
CCS(=O)(=O)Nc1ccc2c(c1)C(=O)N(C)C[C@H](OC)[C@@H](C)CN(C(=O)CN(C)C)[C@@H](C)CO2,-0.8
C[C@@H]1CN([C@@H](C)CO)C(=O)Cc2cc(NS(=O)(=O)c3cn(C)cn3)ccc2O[C@@H]1CN(C)S(C)(=O)=O,0.0
COc1ccc(CN2[C@@H]3CN(C(=O)C4CC4)c4ccccc4[C@@H]3[C@@H]2CO)cc1,2.1
COc1ccc(NC(=O)Nc2ccc3c(c2)C(=O)N([C@H](C)CO)C[C@H](C)[C@H](CN(C)CC2CCCCC2)OCCCC[C@@H](C)O3)cc1,-0.1
O=C(C[C@@H]1C[C@H]2c3cc(NC(=O)c4ccc5c(c4)OCO5)ccc3O[C@H]2[C@H](CO)O1)NCc1ccc(Cl)cc1,1.1
C[C@H](CO)N1C[C@H](C)[C@@H](CN(C)CC2CCCC2)Oc2ncc(-c3ccc(F)cc3)cc2C1=O,-5.1
CO[C@H]1CN(C)C(=O)c2cc(NC(=O)C3CC3)ccc2OC[C@H](C)N(Cc2ccc(F)cc2)C[C@@H]1C,2.3
COCC(=O)Nc1ccc2c(c1)[C@H]1C[C@H](CC(=O)NCc3ccccn3)O[C@@H](CO)[C@H]1O2,0.6
CCS(=O)(=O)NCC[C@H]1CC[C@@H](NC(=O)C2CCCC2)[C@H](CO)O1,-1.1
CC(C)NC(=O)N1CCCCN2[C@H](C1)[C@@H](c1ccc(C#CC3CC3)cc1)[C@@H]2CO,-1.1
C[C@@H]1CN([C@H](C)CO)C(=O)c2cc(NC(=O)Nc3ccccc3)ccc2O[C@H]1CN(C)S(=O)(=O)c1ccc(Cl)cc1,0.9
O=C(C[C@@H]1CC[C@H]2[C@@H](COC[C@H](O)CN2C(=O)c2ccccc2F)O1)N1CCN(c2ccccc2)CC1,0.1
O=C(C[C@H]1C=C[C@@H](NC(=O)c2ccc3c(c2)OCO3)[C@H](CO)O1)NCc1ccc(Cl)cc1,-2.9
C[C@H]1CN([C@@H](C)CO)C(=O)c2cc(NC(=O)NC3CCCCC3)ccc2O[C@H]1CN(C)S(=O)(=O)c1ccccc1,2.1
Cc1ccc(S(=O)(=O)N(C)C[C@H]2Oc3ccc(NC(=O)Nc4ccc(C(F)(F)F)cc4)cc3CC(=O)N([C@@H](C)CO)C[C@H]2C)cc1,-1.7
CCC(=O)N1C[C@H](C)[C@H](OC)CN(C)C(=O)c2ccc(NC(=O)CC(F)(F)F)cc2OC[C@@H]1C,-2.2
CO[C@@H]1CN(C)C(=O)c2cc(NS(C)(=O)=O)ccc2OC[C@H](C)N(C(=O)C2CC2)C[C@@H]1C,-0.3
COc1ccc(S(=O)(=O)N(C)C[C@H]2OCCCC[C@H](C)Oc3ccc(NC(=O)NC4CCCCC4)cc3C(=O)N([C@H](C)CO)C[C@H]2C)cc1,1.5
C[C@@H]1CCCCO[C@H](CN(C)S(=O)(=O)c2ccccc2)[C@H](C)CN([C@H](C)CO)C(=O)c2cc(NC(=O)Nc3ccccc3)ccc2O1,-1.9
O=C(OC[C@@H]1[C@H]2c3ccccc3O[C@]1(CO)N=C1Sc3ccc([N+](=O)[O-])cc3C(=O)N12)c1ccccc1,-1.3
Cc1noc(C)c1NC(=O)N(C)C[C@H]1Oc2ccc(NC(=O)C3CC3)cc2CC(=O)N([C@H](C)CO)C[C@H]1C,2.0
Cc1ccc(S(=O)(=O)Nc2ccc3c(c2)C(=O)N([C@@H](C)CO)C[C@H](C)[C@H](CN(C)Cc2ccc(C(=O)Nc4ccccc4N)cc2)O3)cc1,2.9
O=C(c1ccccc1F)N1C[C@@H]2[C@H](c3ccccc31)[C@@H](CO)N2C(=O)c1ccccc1,-2.2
COc1ccccc1-c1ccc2c(c1)O[C@@H](CN(C)CC1CCOCC1)[C@@H](C)CN([C@@H](C)CO)S2(=O)=O,0.2
CC(=O)N1C[C@H]2[C@@H](c3ccccc31)[C@H](CO)N2C(=O)CC1CC1,-7.7
COc1ccc(NC(=O)N2C[C@@H](O)COC[C@H]3O[C@H](CC(=O)NC4Cc5ccccc5C4)CC[C@@H]32)cc1,0.0
C[C@@H]1CN([C@@H](C)CO)C(=O)c2cc(NS(=O)(=O)c3cccs3)ccc2O[C@@H]1CN(C)Cc1ccc(-c2ccccc2)cc1,-0.3
CO[C@H]1CN(C)C(=O)c2cc(NC(C)=O)ccc2OC[C@@H](C)N(CC2CC2)C[C@@H]1C,0.1
C[C@H](CO)N1C[C@H](C)[C@@H](CN(C)C(=O)Nc2ccc3c(c2)OCO3)OCCCC[C@H](C)Oc2ccc(NC(=O)c3ccncc3)cc2C1=O,-0.3
CCN1[C@@H]2c3ccc(-c4cccc(C(=O)N(C)C)c4)c(=O)n3C[C@H]1[C@H](CO)[C@H]2C(=O)OC,-2.3
C[C@@H]1CN([C@@H](C)CO)S(=O)(=O)c2ccc(C#CCN(C)C)cc2O[C@H]1CN(C)Cc1cccnc1,-2.4
C[C@@H]1CN([C@@H](C)CO)C(=O)c2cc(NC(=O)Nc3ccc4c(c3)OCO4)ccc2O[C@@H]1CN(C)C(=O)Nc1ccc2c(c1)OCO2,-1.5
C[C@H]1CN([C@@H](C)CO)S(=O)(=O)c2ccc(-c3ccccc3F)cc2O[C@H]1CN(C)C(=O)C1CC1,-0.1
O=C(NCC[C@H]1CC[C@@H](NC(=O)c2ccc3c(c2)OCO3)[C@@H](CO)O1)Nc1cc(F)ccc1F,0.1
CO[C@@H]1CC[C@H]2CCN(C)C(=O)C[C@H](c3ccccc3)CN(C)C(=O)c3cc(C#N)ccc3OC[C@H]1O2,-1.4
CC(C)C[C@@H]1NC(=O)[C@@H]2C[C@H](C(=O)NCc3ccc(F)cc3)[C@H](c3ccc(O)cc3)N2C1=O,0.6
CC(C)NC(=O)Nc1ccc2c(c1)CC(=O)N([C@H](C)CO)C[C@@H](C)[C@H](CN(C)Cc1ccc(C(=O)O)cc1)O2,-2.3
CC(=O)NC[C@@H]1[C@@H](c2ccccc2)[C@@H](CO)N1C(=O)Cc1cccnc1,7.5
COCC(=O)N(C)C[C@H]1Oc2ncc(-c3ccc(C)cc3)cc2C(=O)N([C@H](C)CO)C[C@@H]1C,1.9
O=C(C[C@@H]1C[C@@H]2c3cc(NC(=O)c4ccc5c(c4)OCO5)ccc3O[C@@H]2[C@H](CO)O1)NCCc1ccccc1,-1.6
CC(=O)N(C)C[C@H]1Oc2cc(-c3cccc(C#N)c3)ccc2S(=O)(=O)N([C@@H](C)CO)C[C@@H]1C,3.2
CO[C@H]1CN(C)C(=O)c2ccc(NC(=O)c3cc(C)on3)cc2OC[C@H](C)N(C)C[C@H]1C,-0.5
CC(C)NC(=O)Nc1cccc2c1O[C@H](CN(C)S(=O)(=O)c1ccc(F)cc1)[C@H](C)CN([C@@H](C)CO)C2=O,-1.8
C[C@@H]1CN([C@H](C)CO)C(=O)c2cc(NS(=O)(=O)c3cccs3)ccc2O[C@@H]1CN(C)C,-1.9

# Rewritten as labelled records: entries from further up
smiles: C[C@@H]1CN([C@H](C)CO)C(=O)c2cccc(NC(=O)c3nc4ccccc4s3)c2O[C@@H]1CN(C)S(=O)(=O)c1ccccc1
- BioA inh: 2.0
smiles: C[C@@H]1CN([C@@H](C)CO)C(=O)c2cc(NC(=O)Nc3ccc(F)cc3)ccc2O[C@H]1CN(C)CC1CCCCC1
- BioA inh: -0.6
smiles: O=C(Cc1ccncc1)Nc1ccc2c(c1)[C@H]1C[C@@H](CC(=O)NC3CCCCC3)O[C@@H](CO)[C@H]1O2
- BioA inh: 1.7
smiles: COCC(=O)N(C)C[C@H]1Oc2ncc(-c3ccc(C)cc3)cc2C(=O)N([C@H](C)CO)C[C@@H]1C
- BioA inh: 1.9

# Compound activity from PubChem BioAssay.
